NFkB transloc inh: inhibitors of IL-1B driven NFkB p65 nuclear import, primary screen, imaging, HUVEC, IL-1B stimulus, high-content imaging | HUVEC IL-1B NFkB p65 nuclear translocation imaging | inhibition, % at 2 µM | 94,000 compounds, 0.43% hits | AID 796, 2007;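 active = inhibition above about 30% together with a positive call from visual inspection of the well image, limit read from the data; inconclusive = inhibition above a set limit but visual check negative; inactive = inhibition not above a set limit, visual check negative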;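 note: nuclear over cytoplasmic p65 intensity ratio measured by imaging; 0% = IL-1B stimulated DMSO wells and 100% = unstimulated DMSO wells; values of inactives mirror those of a sister screen read the other way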
PLAP inhibition: PLAP enzyme inhibitors, biochemical, luminescence, HTS (AID 690); purified PLAP, luminescent substrate; higher % means a stronger effect; 96,000 compounds, 0.08% hits; inhibition, % at 20 µM; hits with a dose series show IC50 in µM; Alkaline phosphatase, placental type (Homo sapiens); in the data active = a potency from the dose series; inactive = the rest, 99 in 100 with inhibition below about 30%; note: strong numbers were not always called active
MRP reversal: reversal of MRP1-mediated doxorubicin resistance, primary screen, H69AR cells, doxorubicin co-treatment; H69AR cells + 2 uM doxorubicin, CellTiter-Glo, 72 h; differential viability (reversal), % at 10 µM; 85,000 compounds, 0.04% hits; AID 602, 2007;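 active = viability drop by adding the cancer drug above about 55%, with treated viability meeting a 40% cutoff, limit read from the data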;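 note: viability without doxorubicin minus viability with 2 µM doxorubicin for each compound; larger differential means the compound sensitizes cells more to doxorubicin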
Bcl-B displacement: displacers of TR3 peptide from Bcl-B, primary screen, selectivity assay for Bfl-1 inhibitor project, biochemical, fluorescence polarization; Bcl-2-like protein 10 (Homo sapiens); FP displacement of FITC-TR3 peptide from Bcl-B; higher % means a stronger effect; AID 748, 2007; displacement, % at 20 µM, or IC50 in µM where a hit was titrated; 96,000 compounds, 0.11% hits;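 active = displacement above 50% at 20 µM plus a fluorescence interference ratio under 1.5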;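 note: plate controls were wells without compound for no effect and wells lacking Bcl-B protein for full effect; a part of the inactive calls stands beside numbers as strong as those of hits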
NFkB transloc pot: enhancers of NFkB p65 translocation in HUVEC – imaging, IL-1B stimulus, high-content imaging, primary screen; HUVEC IL-1B NFkB p65 nuclear translocation imaging; activation, % at 2 µM; 94,000 compounds, 0.3% hits; AID 819, 2007;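 active = activation above 40%, about the mean plus 3 SD, also judged a hit on visual image review; inconclusive = activation above 40% but not a hit on visual review; inactive = activation not above 40% and no visual hit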;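 note: percent activation is computed from the nuclear over cytoplasmic p65 intensity ratio; values of inactives mirror those of a sister screen read the other way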
MRP reversal cytotoxicity: also measured in MRP reversal; calls as there; viability, %; H69AR cells, CellTiter-Glo, 72 h; measured here: cytotoxicity without doxorubicin
MRP reversal with doxorubicin: second read-out of MRP reversal, no call of its own (marks repeat the call); viability, %; measured here: viability with 2 uM doxorubicin; active compounds read low
NFkB transloc inh cell count 2 µM: also measured in NFkB transloc inh; calls as there; cell count; measured here: cells passing quality filter;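 raw number of nuclei counted in each imaged well without normalization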
NFkB transloc pot cell count 2 µM: recorded beside NFkB transloc pot, whose call it bears; cell count; measured here: cells passing quality filter
Starred values were filed as active, the others as inactive; ? = inconclusive; · = no result given. A portion of the library; count on the stated rates, not on these rows.

SMILES	NFkB transloc inh	NFkB transloc inh cell count 2 µM	PLAP inhibition	MRP reversal	MRP reversal cytotoxicity	MRP reversal with doxorubicin	Bcl-B displacement	NFkB transloc pot	NFkB transloc pot cell count 2 µM
CCOc1ccc(NC(=O)N2CCN(CC)CC2)cc1	-12	109	14%	10	107	97	-8%	12	109
Cn1cnnc1SCc1ccccc1Br	8	89	28%	7	100	93	-12%	-8	89
COc1ccc(-n2c(=S)[nH]c3cc(C(=O)NCCCN4CCCC4=O)ccc3c2=O)c(OC)c1	3	155	-53%	3	86	83	-6%	-3	155
COCCNC(=O)C(c1ccco1)N(Cc1ccc(OC)cc1)C(=O)Cn1nnc2ccccc21 (stereo not given)	·	·	-43%	4	91	87	6%	·	·
C=CCn1c(Cc2c[nH]c3ccccc23)n[nH]c1=S	3	109	-57%	-3	84	86	5%	-3	109
CCCCNC(=O)C(Cc1ccccc1)NS(=O)(=O)c1ccc2c(c1)c(=O)n(C)c(=O)n2C (stereo not given)	9	201	-30%	8	94	86	7%	-9	201
CCCCOc1ccc(C(=O)Nc2cc(C)c(OCC(=O)N3CCOCC3)c(C)c2)cc1	0	146	·	2	87	85	·	-1	146
COc1ccc(S(=O)(=O)NC(CC(=O)NC2CCCC2)c2ccco2)cc1 (stereo not given)	12	132	-1%	-1	91	92	13%	-12	132
CCOc1cccc(-c2nnc3sc(COc4ccccc4)nn23)c1	·	·	15%	-4	80	84	-4%	·	·
C=CCc1ccc(OCCn2cccc2C=O)c(OC)c1	9	150	23%	·	·	·	-13%	-9	150
Cc1ccc(NC(=O)C2CCC(=O)N2)cc1C (stereo not given)	-21	157	·	3	92	89	·	21	157
CC(=O)c1c(C)[nH]c(C(=O)Nc2cc(C)cc(C)c2)c1C	-8	199	17%	10	85	74	0%	8	199
COc1ccccc1NC(=O)C1CCN(c2ncccn2)CC1	5	116	-13%	-3	92	95	-3%	-5	116
CC1CCCCC1NC(=O)CCn1c(=O)oc2ccccc21 (stereo not given)	-1	92	·	-2	93	94	·	1	92
CC(Sc1ccc2c(c1)OCCO2)C(=O)Nc1ccc2c(c1)OCO2 (stereo not given)	-36	141	24%	12	91	79	-13%	36	141
CN(C(=O)COC(=O)C1c2ccccc2Oc2ccccc21)C1CCS(=O)(=O)C1 (stereo not given)	-4	204	22%	9	103	95	-16%	4	204
O=S(=O)(c1ccccc1)c1nc(-c2ccco2)oc1N1CCCCCC1	8	86	-3%	7	92	86	-18%	-8	86
Cc1ccc2nsnc2c1NS(=O)(=O)c1c(C)ccc2nsnc12	·	·	8%	-5	75	80	10%	·	·
O=C1NCCc2cc3c(cc21)OCO3	-10	150	·	-24	89	113	·	11	150
CC(=O)c1cccc(NC(=O)CCNS(=O)(=O)c2cccc(C(C)=O)c2)c1	-4	205	3%	-8	94	102	12%	4	205
COc1cccc(C(=O)N(Cc2cc3cc(C)ccc3[nH]c2=O)C(C)C)c1	-22	130	-19%	-6	91	97	1%	22	130
COC(=O)[C@H](CC(C)C)NC(=O)N1CCN(c2cccc(C(F)(F)F)c2)CC1	-15	191	-43%	-9	90	99	-13%	15	191
O=C(CSc1nnc(Cc2ccccc2)o1)NCCN1C(=O)CSC1=O	0	115	-35%	17	94	77	0%	0	115
O=C(CN1CCN(Cc2ccccc2)C1=O)NCc1ccc(Cl)cc1	19	127	27%	4	106	102	-7%	-19	127
Cn1nc(CC(=O)Nc2cccc3ncccc23)c2ccccc2c1=O	4	116	1%	8	96	88	16%	-4	116
CCOC(=O)c1ccc(N2C(=O)c3n[nH]c(C)c3C2c2ccco2)cc1 (stereo not given)	-2	92	-175%	4	97	93	1%	1	92
O=C(O)CSC1CC(=O)N(c2cccc(Cl)c2)C1=O (stereo not given)	·	·	6%	9	99	90	12%	·	·
CN(C)S(=O)(=O)c1ccc(C(=O)NCc2ccccc2)cc1	-11	182	12%	-9	91	99	-11%	11	182
O=C(c1ccco1)N1CCN(C(=O)N2CCOCC2)CC1	-20	103	-11%	·	·	·	8%	21	103
CCOC(=O)c1ccc(N=c2sc(C(=O)OC)cc(=O)n2C2CC2)cc1	4	78	·	-15	34	48	-3%	-4	78

Six of the entries above in order of their number in NFkB transloc pot cell count 2 µM, smallest number first.
SMILES	NFkB transloc pot cell count 2 µM
CCOC(=O)c1ccc(N=c2sc(C(=O)OC)cc(=O)n2C2CC2)cc1	78
CCOC(=O)c1ccc(N2C(=O)c3n[nH]c(C)c3C2c2ccco2)cc1 (stereo not given)	92
O=C(c1ccco1)N1CCN(C(=O)N2CCOCC2)CC1	103
O=C(CN1CCN(Cc2ccccc2)C1=O)NCc1ccc(Cl)cc1	127
COc1cccc(C(=O)N(Cc2cc3cc(C)ccc3[nH]c2=O)C(C)C)c1	130
COC(=O)[C@H](CC(C)C)NC(=O)N1CCN(c2cccc(C(F)(F)F)c2)CC1	191

Further structures follow:
SMILES	NFkB transloc inh	NFkB transloc inh cell count 2 µM	PLAP inhibition	MRP reversal	MRP reversal cytotoxicity	MRP reversal with doxorubicin	Bcl-B displacement	NFkB transloc pot	NFkB transloc pot cell count 2 µM
C=CCNc1ccc(F)c(F)c1N1CCCCCC1=O	-11	159	-25%	-7	102	109	-1%	11	159
CSCC[C@H](NC(=O)NCCc1ccc(F)cc1)C(=O)O	-5	167	11%	12	98	86	-4%	5	167
COc1ccc(-n2c(=O)c3ccccc3n(CC(=O)NC3CCCCC3)c2=O)c(OC)c1	-23	127	-3%	19	102	83	-2%	23	127
O=C(NC1CCSC1=O)c1ccc(Cl)cc1 (stereo not given)	-9	140	-9%	2	91	89	-14%	9	140
Cc1cc(C)cc(CC2CC(=O)N(c3ccc(Cl)cn3)C2=O)c1 (stereo not given)	5	112	-32%	6	98	91	-1%	-5	112
O=C(N1CCCCCC1)N1CCN(S(=O)(=O)c2ccccc2)CC1	16	177	5%	20	100	81	-6%	-16	177
COC(=O)C(O)(NC(=O)OCc1ccccc1)C(F)(F)F (stereo not given)	·	·	7%	-3	108	111	0%	·	·
O=C(NCCc1ccccc1)C(=O)NC1CCCCC1	-3	106	14%	7	91	85	-1%	3	106
CCOC(=O)C1CCCN(CC(=O)NC2=Nc3ccccc3N=C(C)C2c2ccccc2)C1 (stereo not given)	-8	125	-56%	-7	100	107	-5%	8	125
C=C(C)Cn1c(=O)c(NC(=O)c2ccccc2)c2n(c1=S)CCC2	-15	68	11%	-4	96	100	-9%	15	68
O=C(CN1CCN(c2ccc(Cl)cc2)CC1)Nc1cccc(F)c1	-9	49	2%	·	·	·	-1%	9	49
O=C(COC(=O)c1ccc2c(c1)OCCO2)NCCC1=CCCCC1	12	184	12%	9	98	89	-10%	-12	184
O=C(C1CCN(S(=O)(=O)c2cnc[nH]2)CC1)N1CCn2c1nc1ccccc12	-11	184	-20%	·	·	·	2%	11	184
CCOC(=O)c1cnc(-n2cc(C)cn2)nc1NCc1ccc2c(c1)OCO2	-68	169	-11%	1	87	86	6%	?	·
COC(=O)c1ccc(Cn2nnc3c(sc4nc(N5CCOCC5)c5c(c43)CCCC5)c2=O)o1	7	84	·	-13	46	59	·	-7	84
O=C(CSc1nnc(-c2cccs2)o1)OC1CCCCC1	·	·	15%	2	87	85	8%	·	·
CSc1ccc(CNC2CC2)cc1	-2	130	12%	·	·	·	4%	1	130
c1ccc(N2CCN(c3cnc4ccccc4n3)CC2)cc1	0	58	-24%	6	82	76	2%	0	58
Cc1ccc(CSc2nnc(C(F)(F)F)n2Cc2ccc(F)cc2)cc1	-11	198	23%	·	·	·	-1%	11	198
CCn1c2ccccc2c2cc(/C=N/n3cnnc3)ccc21	6	192	-51%	-6	74	80	-6%	-6	192
CCOc1cc(C2NC(=O)NC(C)=C2C(=O)OCc2ccccc2)ccc1O (stereo not given)	-2	128	-22%	18	99	82	0%	2	128
O=C(CCn1[nH]c(=O)c2ccccc2c1=O)NCCO	-12	115	-8%	-2	91	93	-5%	12	115
COc1ccccc1C1CC(=O)NC(C)=C1C(=O)OCC(C)C (stereo not given)	-70	187	4%	-6	75	80	13%	?	·
COC(=O)C(/C=N/OCc1ccc([N+](=O)[O-])cc1)NC(=O)c1ccccc1 (stereo not given)	-44	176	14%	-19	68	87	-3%	44*	176*
CCCCN1C(=O)NC(NC(C)=O)(C(F)(F)F)C1=O (stereo not given)	1	133	14%	3	96	94	-7%	-1	133
CCN(CC)CCCOc1nc(C)nc2c1oc1ccccc12	-4	93	-61%	-21	68	89	3%	4	93
COCCNC(=O)COC(=O)CSCc1nc2ccccc2s1	-19	124	-20%	22	94	72	-6%	19	124
O=C(c1cc(-c2ccncc2)nc2ccccc12)N1CCN(c2ccccn2)CC1	-12	138	-18%	-37	19	56	0%	12	138
CCN(C(=O)COC(=O)c1cccnc1SC)C1CCS(=O)(=O)C1 (stereo not given)	-31	133	-18%	3	95	93	-9%	31	133
O=C1NCCCN1Cc1ccc(F)cc1Cl	5	146	·	·	·	·	-1%	-5	146
COCc1cc(=O)n2c(-c3ccc(C)cc3)n[nH]c2n1	·	·	-15%	-17	74	91	19%	·	·
O=C(O)c1sccc1SCc1ccc(Cl)cc1Cl	1	163	8%	·	·	·	3%	-1	163
COc1ccc(NC(=O)C2CCCN2C(=O)NCc2ccccc2)cc1OC (stereo not given)	1	118	·	4	99	95	·	-1	118
CCOc1ccc(Cl)cc1S(=O)(=O)n1cnc2ccccc21	-13	168	14%	-35	20	55	-4%	13	168
CC(=O)Nc1ccc(S(=O)(=O)CCC(=O)O)cc1	-4	124	·	16	106	90	·	4	124
Cc1n[nH]c(C)c1CCc1nc2c3ccccc3nc(SCC(=O)Nc3ccccc3F)n2n1	9	9	-123%	-8	81	89	-61%	-9	9
C=CCN=C(C)C1=C(O)CCC1=O	3	95	-1%	-38	67	105	-10%	-3	95
Brc1cnc(N2CCCC2)nc1N1CCCCC1	-41	192	6%	-11	91	101	-18%	41*	192*
CCOC(=O)c1c(Nc2nc(C)c(C(=O)NC)s2)sc(C)c1C	0	106	-38%	3	79	76	-2%	0	106
N#Cc1c(N)c(C(=O)c2ccccc2)n2c1CCC2	-25	111	17%	11	97	86	-4%	25	111

Limited to MRP reversal, Bcl-B displacement and MRP reversal cytotoxicity (four entries from above):
Compound,MRP reversal,Bcl-B displacement,MRP reversal cytotoxicity
COCc1cc(=O)n2c(-c3ccc(C)cc3)n[nH]c2n1,-17,19%,74
O=C(O)c1sccc1SCc1ccc(Cl)cc1Cl,·,3%,·
COc1ccc(NC(=O)C2CCCN2C(=O)NCc2ccccc2)cc1OC (stereo not given),4,·,99
CCOc1ccc(Cl)cc1S(=O)(=O)n1cnc2ccccc21,-35,-4%,20

(further entries)
SMILES	NFkB transloc inh	NFkB transloc inh cell count 2 µM	PLAP inhibition	MRP reversal	MRP reversal cytotoxicity	MRP reversal with doxorubicin	Bcl-B displacement	NFkB transloc pot	NFkB transloc pot cell count 2 µM
O=C(CCc1ccc(S(=O)(=O)NCCc2ccccc2)cc1)NCc1ccco1	-12	124	·	7	92	85	·	12	124
Cc1ccc(NC(=O)N2CCN(Cc3ccc4c(c3)OCO4)CC2)cc1	-5	202	-96%	10	94	85	-2%	5	202
COc1cc(Cl)c(C)cc1NC(=O)CSCC#N	-16	114	·	0	78	78	·	15	114
Oc1ccc(C(=S)N2CCCCC2)cc1Cl	-12	109	-1%	-9	90	99	2%	12	109
COc1ccc(Nc2nc(C)cc(C)c2C(N)=O)c(OC)c1	0	158	-14%	-3	103	106	3%	0	158
COc1ccccc1-c1ccc(Nc2cccc(C(F)(F)F)c2)nn1	7	130	·	13	86	74	·	-7	130

As entered above:
Bcl-B displacement with COc1ccc(Nc2nc(C)cc(C)c2C(N)=O)c(OC)c1 → 3%
MRP reversal with doxorubicin with O=C(CCc1ccc(S(=O)(=O)NCCc2ccccc2)cc1)NCc1ccco1 → 85
NFkB transloc inh cell count 2 µM with Oc1ccc(C(=S)N2CCCCC2)cc1Cl → 109

From PubChem
